TDP1 cell CPT: growth inhibition of DT40 Tdp1-/-;hTDP1 cells with camptothecin (screen for TDP1 inhibitors); Potency, µM (doses to about 46.2 µM), without a hit: top-dose activity change, negative = growth inhibition, most hits filed as inhibitors; actives 12% (n = 420,000); chicken DT40 Tdp1-/-;hTDP1 cells + 20 nM CPT, ATP luminescence, 48 h; further: nearly all actives have a fitted effect of over 55% in size
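Chicken DT40 Tdp1-/- cells stably complemented with human TDP1 were seeded at 400 cells/well in medium containing 20 nM camptothecin, exposed to pin-transferred compounds, and grown at 37 °C for at least 48 hr. Viability was read as ATP luminescence.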
DT40 TDP1 no CPT: qHTS for Inhibitors of human tyrosyl-DNA phosphodiesterase 1 (TDP1): qHTS in cells in absence of CPT; DT40 Tdp1-/- hTDP1 cells, no CPT, ATP luminescence, 48 h; Potency, µM (titrated, usually from 46.2 µM), for the others: at the highest dose activity change, negative = growth inhibition, most hits filed as inhibitors; actives 15% (n = 420,000); AID 686978, 2013; further: nearly all actives have a fitted effect of over 55% in size
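Cells were dispensed at 400 per well, compounds added by pin tool, plates incubated ≥48 hr at 37 °C, then CellTiter-Glo added for 30 min at room temperature before luminescence reading. Line: DT40 Tdp1-/- complemented with hTDP1; camptothecin omitted.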
GCN5L2 inh: inhibitors of human GCN5L2 histone acetyltransferase; Q92830; GCN5L2 HAT assay, ThioGlo1 CoA-SH fluorescence; actives 0.21% (n = 390,000); Potency, µM (highest dose often 58.9 µM), without a hit: at the top dose activity change, negative = inhibition, most hits filed as inhibitors; AID 504327
Target sequence (Q92830 whole entry, looked up): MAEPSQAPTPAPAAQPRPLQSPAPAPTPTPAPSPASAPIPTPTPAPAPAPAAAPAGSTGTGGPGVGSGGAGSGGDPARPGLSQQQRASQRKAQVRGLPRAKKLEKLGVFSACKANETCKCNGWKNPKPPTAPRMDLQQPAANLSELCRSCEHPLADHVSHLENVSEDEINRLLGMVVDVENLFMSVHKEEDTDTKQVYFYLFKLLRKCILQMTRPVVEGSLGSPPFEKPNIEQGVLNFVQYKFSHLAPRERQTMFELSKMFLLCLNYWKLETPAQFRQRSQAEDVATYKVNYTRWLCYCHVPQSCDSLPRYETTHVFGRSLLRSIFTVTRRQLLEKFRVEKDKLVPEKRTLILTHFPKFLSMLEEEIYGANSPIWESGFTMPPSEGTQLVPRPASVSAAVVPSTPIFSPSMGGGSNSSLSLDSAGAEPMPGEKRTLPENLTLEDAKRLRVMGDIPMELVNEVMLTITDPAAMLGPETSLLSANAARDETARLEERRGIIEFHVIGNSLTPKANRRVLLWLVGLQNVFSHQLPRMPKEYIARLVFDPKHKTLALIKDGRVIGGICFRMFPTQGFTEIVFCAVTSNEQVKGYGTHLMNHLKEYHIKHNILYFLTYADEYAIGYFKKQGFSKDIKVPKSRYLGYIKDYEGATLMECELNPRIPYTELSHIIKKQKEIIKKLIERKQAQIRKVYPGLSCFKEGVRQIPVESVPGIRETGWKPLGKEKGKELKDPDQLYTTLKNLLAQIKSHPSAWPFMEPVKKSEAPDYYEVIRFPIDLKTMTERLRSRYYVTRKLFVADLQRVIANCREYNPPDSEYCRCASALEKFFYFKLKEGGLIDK
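Preincubate 20nM GCN5L2 with compound 15 min, RT → add 50uM ThioGlo1 + 75uM H3(1-25) + 70uM acetyl-CoA → read fluorescence 0 and 20 min. Primary qHTS; fluorescent artifacts likely.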
The depositor's hits bear a star; ? = inconclusive; / = no result given; [ ] = another dose, or the depositor's remark. The call rests on the fitted dose curve; in most records, active means well fitted curve in the direction sought with a large enough effect; inconclusive means small, poorly fitted or top-dose-only effect, or another doubt; inactive means no such curve, though single readings can be large; an effect the other way counts as inactive or inconclusive. On the % scale 0 is the no-effect control and ±100 the full control effect; potency means the concentration at half of the fitted maximal effect.

SMILES	TDP1 cell CPT	DT40 TDP1 no CPT	GCN5L2 inh
CC(OC(=O)c1ccc(Cl)nc1)C(=O)NCc1ccc2c(c1)OCO2 (stereo not given)	4%	3%	-11%
COC(=O)C1=C(C)N(C)C(=O)NC1c1ccc(O)c(OC)c1 (stereo not given)	0%	0%	-2%
O=C(COC(=O)CSc1ccc([N+](=O)[O-])cc1)NC1CCCCCCC1	?	-7%	-5%
CC1(C)CC(=O)C/C(=N\NC(=O)c2cccs2)C1	?	?	0%
CNC(=O)CSc1nnnn1-c1ccc(C)cc1C	-24%	-6%	1%
COC(=O)c1ccccc1NC(=O)N1c2ccccc2Sc2ccccc21	18µM*	?	-10%
COc1cccc(C(=O)C(=O)N2CCN(C(=O)OCc3ccccc3)CC2)c1	?	?	/
COc1cccc(NC(=S)N2CCC(N(C)CC3CCCO3)CC2)c1 (stereo not given)	-19%	-1%	-6%
CCc1cc(=O)oc2c(CNCc3ccc(OC)cc3OC)c(O)c(Cl)cc12	12%	-14%	-13%
Cc1ccc[n+](/C(=C\C(=C=[N-])C#N)C(=O)c2ccc(Cl)cc2)c1	8%	-12%	-8%
COc1c(C)cc(Br)cc1C(=O)Nc1ccc(S(N)(=O)=O)cc1	1%	-18%	-4%
Cc1ccc2oc(=O)c3cc(C(=O)Nc4ccc(F)cc4F)sc3c2c1	?	26µM*	-2%
Cc1ccc2c(Cl)c(C(=O)N/N=C/c3cccn3C)sc2c1	8.2µM*	8.2µM*	-1%
Cc1cccc(OCC(=O)N/N=C\c2cccn2C)c1C	-2%	?	-6%
C=CCNc1cc(F)ccc1S(=O)(=O)NCC=C	1%	-13%	4%
c1ccc2c(Cn3ccnc3)cccc2c1	-16%	-5%	0%
CC(=O)OCCN1CCN(C(=O)CN2C(=O)NC(c3ccccc3)(c3ccccc3)C2=O)CC1	3%	-4%	-5%
CCCCC(=O)Nc1ccccc1C(=O)N1CCOCC1	?	7%	-2%
O=C(NCC(=O)N1CCN(c2ncc(C(F)(F)F)cc2Cl)CC1)c1ccc(Br)o1	16µM*	18µM*	-1%
CC(C)(C)c1nc(SCC(=O)N2CC(=O)Nc3ccccc32)c2ccccc2n1	3%	-27%	1%

Quoted at random: 5 records from the list
SMILES	TDP1 cell CPT	DT40 TDP1 no CPT	GCN5L2 inh
Cc1ccc2oc(=O)c3cc(C(=O)Nc4ccc(F)cc4F)sc3c2c1	?	26µM*	-2%
COc1c(C)cc(Br)cc1C(=O)Nc1ccc(S(N)(=O)=O)cc1	1%	-18%	-4%
C=CCNc1cc(F)ccc1S(=O)(=O)NCC=C	1%	-13%	4%
CC(C)(C)c1nc(SCC(=O)N2CC(=O)Nc3ccccc32)c2ccccc2n1	3%	-27%	1%
CCCCC(=O)Nc1ccccc1C(=O)N1CCOCC1	?	7%	-2%

Further records
SMILES	TDP1 cell CPT	DT40 TDP1 no CPT	GCN5L2 inh
C=CCN1C=C2C(=O)C(C)(OC(=O)CCC(=O)OC)C(=O)C(Br)=C2C=C1c1ccc(OC)cc1 (stereo not given)	8%	10%	-2%
CCOC(=O)Nc1ccc2c(CNC(C)c3ccccc3OC)cc(=O)oc2c1 (stereo not given)	?	23µM*	-6%
COc1cc(OC)c2c(=O)c(O)c(-c3ccc(OC)c(OC)c3)oc2c1	?	?	-10%
COc1ccc(Cn2c(=O)c3c(nc(NCCO)n3C)n(C)c2=O)cc1	-7%	-8%	0%
NS(=O)(=O)c1ccc(Cl)c(C(=O)Nc2ccccc2[N+](=O)[O-])c1	3%	-5%	-2%
COc1ccc(S(=O)(=O)N2CCOCC2)cc1C(=O)Nc1ccc2c(c1)OCO2	13%	-4%	?
S=c1[nH]nc(COc2ccc3ccccc3c2)o1	-2%	-3%	0%
O=C1CN(c2nc3nonc3nc2N2CCCCC2)CCN1	-4%	13%	?
Cc1cc(C(=O)N/N=C/c2c[nH]c3ccccc23)c(C)o1	4%	-15%	-3%
CCOC(=O)/C(C#N)=C/c1ccc(-c2ccc(Br)cc2)o1	?	-30%	-8%
CC1=C(/C=C/C(C)=C/C=C/C(C)=C/C=C/C=C(C)/C=C/C=C(C)/C=C/C(=O)[C@]2(C)CC(O)CC2(C)C)C(C)(C)CC(O)C1 (stereo not given in full)	20%	9%	7%
CC(C)Cn1c(N)c(C(=O)CSc2ncccn2)c(=O)n(C)c1=O	?	10µM*	-8%
COc1cccc(C(=O)Nc2sc(C(C)C)cc2C(N)=O)c1OC	?	?	-10%
Cc1ccc(CNC(=O)c2sc3nc4c(c(C(F)(F)F)c3c2N)CCC4)cc1	-2%	-18%	2%
N=C1C(c2ccccc2)=C(O)CN1c1cccc2ccccc12	?	?	4%
CCSc1nnc(-c2ccncc2)n1Cc1ccccc1	-24%	-22%	2%
C/C(=N/O)c1ccc(Oc2cnccn2)cc1	0%	-1%	-3%
CC(=O)Nc1ccc(S(=O)(=O)N2CCCC2C(=O)Nc2ccc3c(c2)OCCO3)cc1 (stereo not given)	8%	0%	2%
N#C/C(=C\c1ccc(Oc2ccc(C(F)(F)F)cc2[N+](=O)[O-])cc1)c1nc2ccccc2[nH]1	-74%	21µM*	-2%
C/C=C(\C)CN1CCN(c2cc(C)ccc2C)CC1	?	-14%	-7%
CCOc1ccccc1N1CCN(CC(=O)Nc2nccs2)CC1	-18%	-18%	/
NC(=O)C1CCN(C(=O)c2cnn(-c3ccccc3)c2NC(=O)c2cccc(F)c2)CC1	-14%	-4%	0%
CCOC(=O)N1CCN(C(=O)/C(=C/c2ccc(OC)cc2)NC(=O)c2ccccc2)CC1	-6%	-10%	-4%
Nn1c(SC/C=C/c2ccccc2)nnc1-c1ccccn1	-6%	-20%	-4%
C/C(=N\NC(=O)c1ccccc1[N+](=O)[O-])c1ccc(Br)s1	-11%	?	2%
COc1cccc(C=O)c1OC(=O)N1CCOCC1	?	?	28%
O=C(Cc1ccccc1Cl)NC1(O)C(=O)c2ccccc2C1=O	-6%	?	0%
O=c1c2ccccc2nc(CSc2nnnn2-c2ccccc2)n1-c1ccccc1	-15%	-17%	-26%
CCOc1ccc(C(=O)NCC(=O)NCC(c2cccs2)N2CCOCC2)cc1 (stereo not given)	0%	-24%	-1%
CCOC(=O)CNC(=O)c1sc(NC(=O)c2cccc(F)c2)nc1C	-1%	-7%	-6%

Single records, from the list above.
Record of `NC(=O)C1CCN(C(=O)c2cnn(-c3ccccc3)c2NC(=O)c2cccc(F)c2)CC1` : TDP1 cell CPT = -14%; DT40 TDP1 no CPT = -4%; GCN5L2 inh = 0%
Record of `CCOc1ccccc1N1CCN(CC(=O)Nc2nccs2)CC1` : TDP1 cell CPT = -18%; DT40 TDP1 no CPT = -18%; GCN5L2 inh = /
Record of `C/C(=N\NC(=O)c1ccccc1[N+](=O)[O-])c1ccc(Br)s1` : TDP1 cell CPT = -11%; DT40 TDP1 no CPT = ?; GCN5L2 inh = 2%

Further results follow.
SMILES	TDP1 cell CPT	DT40 TDP1 no CPT	GCN5L2 inh
CN(C)c1ccc(-c2cc(NC=O)c3ncc(-c4ccc(F)c(Cl)c4)n3c2)cc1	?	?	/
O=C1OC(Nc2ccc(Br)cc2F)c2ccccc21 (stereo not given)	-17%	35%[activator]	-4%
Cc1ccc(S(=O)(=O)CCSc2nccn2C)cc1	-7%	-10%	-1%
Cc1ccc([C@@H]2CC=C(C(=O)O)[C@H](c3cccc(F)c3)N2S(=O)(=O)c2ccccc2C)cc1	-2%	-18%	-13%
Cc1ccsc1/C=N/NC(=O)c1nnn(-c2nonc2N)c1-c1ccccc1	-24%	-4%	-11%
O=C(NC1CC1)C(=O)c1c[nH]c2ccccc12	1%	0%	?
O=C(Nc1ncc(S(=O)(=O)c2ccc([N+](=O)[O-])cc2)s1)c1cccnc1	5.8µM*	18µM*	-3%
Cn1c(=O)c2c(nc(NCc3ccc4c(c3)OCO4)n2Cc2ccccc2)n(C)c1=O	?	?	-6%
CCOC(=O)C1CCCN(CC(=O)Nc2c(F)c(F)c(F)c(F)c2F)C1 (stereo not given)	-6%	-13%	0%
Cc1cccc(COc2ccccc2C(=O)OCC(=O)N(C)c2c(N)n(Cc3ccccc3)c(=O)[nH]c2=O)c1	?	?	-2%
O=C(N/C(=C\c1ccc(Br)cc1)C(=O)N1CCOCC1)c1ccc([N+](=O)[O-])cc1	-6%	-1%	-6%
COc1cc(OC)cc(OC(=O)c2ccc3c(=O)n4c(nc3c2)CCC4)c1	-3%	-4%	-3%
Cc1ccc(NC(=O)CN2CCC(NC(=O)c3ccccc3F)CC2)cc1C	?	-18%	-6%
CN(C)c1ncc2nc(-c3cc(F)cc(F)c3)c(=O)n(CCC#N)c2n1	9%	9%	-9%
Cc1cc(C)c(NC(=S)NC(=O)c2c(Cl)c(C)nn2C)c([N+](=O)[O-])c1	6%	-11%	3%
COc1cc(OC)cc(C(=O)NCC(=O)OC(C)C(=O)NC(C)C2CC3CCC2C3)c1 (stereo not given)	-21%	-28%	-1%
COc1ccc(CC(=O)Nc2sc3c(c2C#N)CC(C)(C)NC3(C)C)cc1OC	?	-33%	0%
CCCCn1c(CCCNC(=O)CC)nc2ccccc21	?	?	2%
O=C(COC(=O)c1ccco1)NCc1ccc(Cl)cc1Cl	1%	-4%	-1%
CC(=O)CCc1c(C)nc2ccc(C)cc2c1Cl	-8%	5.2µM*	1%
COC(=O)c1ccc(CN2CCCC(CNC(=O)Cc3ccc(OC)cc3)C2)cc1 (stereo not given)	-3%	10%	-1%
COc1ccc(C2CC(C(F)(F)F)n3ncc(C(=O)NCC4CCCO4)c3N2)cc1OC (stereo not given)	-9%	6%	0%
Cc1ccccc1NC(=O)C1CCC(=O)N1 (stereo not given)	16%	7%	9%
Cc1nn(Cc2ccccc2)c(C)c1/C=N/NC(=O)c1ccccc1O	5%	16%	-10%
Cc1ccccc1N1CCN(S(=O)(=O)c2nnc(NC(=O)c3ccc(C(C)C)cc3)s2)CC1	?	?	-4%
Cc1onc(-c2ccccc2)c1C(=O)c1c[nH]c(C(=O)NCCCN2CCOCC2)c1	12%	-29%	-4%
Cc1ccc(NC(=O)Cc2ncon2)cc1Cl	-2%	-10%	-2%
Cc1cc(C)cc(NS(=O)(=O)c2ccc3[nH]cc(C(=O)N4CCCC4)c(=O)c3c2)c1	11%	0%	-4%
O=C(NCC(c1cccnc1)N1CCc2ccccc2C1)C(=O)Nc1cccc(Cl)c1 (stereo not given)	21µM*	18µM*	1%
CCOC(=O)c1c(NC(=O)Cc2ccccc2)sc2c1CCN(C)C2	?	13µM*	?
CCOC(=O)C1(CCc2ccccc2)CCN(Cc2cccc3nccnc23)CC1	21µM*	16µM*	?
COC(=O)c1cccc(NC(=O)CN(c2ccc3c(c2)OCO3)S(C)(=O)=O)c1C	-13%	-7%	-4%
Cc1[nH]c2ccccc2c1C(c1ccccn1)N1CCC(C)CC1 (stereo not given)	21µM*	21µM*	-28%
Cc1ccc(C)c(C(=O)CN2C(=O)C(=O)N(C3CCCC3)C2=O)c1	4%	5%	-2%
CCc1ccc(N2CC(C(=O)Nc3ccc4c(c3)OCO4)CC2=O)cc1 (stereo not given)	-9%	-2%	1%
CC(=O)NS(=O)(=O)c1ccc(NC(=O)c2ccc(Cl)cc2[N+](=O)[O-])cc1	6%	6%	0%
CCS(=O)(=O)c1c(Nc2cc(C)ccc2C)sc(C(=O)c2ccccc2)c1N	?	?	-16%
Cc1cn([C@H]2C[C@H](O)[C@@H](CNC(=O)[C@@H]3C[C@H](F)CN3)O2)c(=O)[nH]c1=O	2%	11%	/
Cc1cc(C)cc(NC(=O)c2ccc(Cn3nc(C)c(Cl)c3C)o2)c1	?	?	-2%
O=C(NCCNC(=O)c1ccc(Cl)cc1Cl)c1ccccn1	-13%	-12%	-2%
COc1cc(CNC[C@H]2O[C@@H](n3cnc(C(N)=O)n3)[C@H](O)[C@@H]2O)ccc1OCc1cccc(Cl)c1	-23%	-3%	/
CSc1nsc(/C=C/Nc2ccc(F)cc2)c1C#N	-14%	?	0%
CCOC(=O)c1cnc2ccc(C(=O)OC)cc2c1Nc1ccccc1CC	16µM*	12µM*	1%
COc1ccc(N2CCN(C(=O)COC(=O)[C@@H](NC(=O)c3ccccc3Cl)C(C)C)CC2)cc1	?	?	/
Cc1ccccc1NC(=O)CSc1nc(N)c(C#N)c(-c2cccs2)c1C#N	-18%	?	-2%

Bioassay records (PubChem)
